Screens: PubChem BioAssay, Broad Institute
E-selectin induc: E-selectin induction on HUVECs | P16581 | HUVEC E-selectin immunofluorescence imaging; normalized: neutral wells 0, TNF-alpha wells 100 | activation, % at 7.58 µM | 260,000 compounds, 0.37% hits | AID 686992;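 active = mean E-selectin-positive cell signal at least 10% of the positive control, reached in at least 60% of replicates, without over 20% cell loss; inconclusive = no rule given, readout overlaps actives, possibly toxicity-flagged; inactive = the rest, including those meeting only one limit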;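 note: in these data hits start at about 27%; measured in HUVEC primary endothelial cells; signal is the percent of cells scored E-selectin positive by PE staining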
Target sequence (P16581 whole entry, looked up): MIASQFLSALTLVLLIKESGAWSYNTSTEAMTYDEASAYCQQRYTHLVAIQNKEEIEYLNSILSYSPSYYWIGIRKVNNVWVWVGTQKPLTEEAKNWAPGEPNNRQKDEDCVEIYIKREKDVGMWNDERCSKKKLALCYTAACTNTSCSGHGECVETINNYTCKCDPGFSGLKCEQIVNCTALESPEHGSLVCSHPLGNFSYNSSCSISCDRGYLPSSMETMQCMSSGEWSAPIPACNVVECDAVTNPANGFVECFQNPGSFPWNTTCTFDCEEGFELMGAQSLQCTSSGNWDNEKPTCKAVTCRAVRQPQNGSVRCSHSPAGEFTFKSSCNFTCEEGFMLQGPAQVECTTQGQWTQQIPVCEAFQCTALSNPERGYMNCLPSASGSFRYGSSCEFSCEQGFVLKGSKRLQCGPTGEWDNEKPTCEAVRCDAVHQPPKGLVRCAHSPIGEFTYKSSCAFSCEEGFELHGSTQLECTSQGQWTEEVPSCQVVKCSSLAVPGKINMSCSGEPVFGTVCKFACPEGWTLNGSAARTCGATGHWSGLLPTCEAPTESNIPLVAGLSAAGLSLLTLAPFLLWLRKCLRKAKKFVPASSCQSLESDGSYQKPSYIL
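Read-out: % PE-positive cells | Test system: HUVEC | Doses: One compound dose added by pin transfer | Buffer or medium: EGM-2 over gelatin coat | Signal: Immunofluorescence imaging | Benchmarks: TNF-alpha, DMSO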
ERAP1 HTS inh: ERAP1 (human) enzyme inhibition; Q9NZ08; recombinant ERAP1, Leu-AMC fluorescence, 60 min; inhibition, % at 10.7 µM; 340,000 compounds, 0.15% hits; AID 652197;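 active = mean replicate inhibition of at least 30%, or all replicates individually reaching that 30% level; inactive = mean below 30% and not every replicate reaching it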;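 note: 0% = neutral control wells and 100% = L-leucinethiol positive control wells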
PglD DTNB: PglD (C. jejuni) enzyme inhibition; purified PglD enzyme, DTNB colorimetric CoA detection; inhibition, % at 12.5 µM; 360,000 compounds, 0.098% hits; in the data active = inhibition above about 16%, passing the limit was not always enough; inconclusive = no clear call, values can overlap the other calls; note: strong numbers were not always called active
RAD52 inh: RAD52 (human) annealing inhibition. P43351. recombinant RAD52 DNA annealing, FRET fluorescence. inhibition, % at 18.7 µM. 360,000 compounds, 0.46% hits;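 active = every replicate showing at least 50% inhibition; inconclusive = mean inhibition at least 50% but not in every replicate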
Target sequence (P43351 whole entry, looked up): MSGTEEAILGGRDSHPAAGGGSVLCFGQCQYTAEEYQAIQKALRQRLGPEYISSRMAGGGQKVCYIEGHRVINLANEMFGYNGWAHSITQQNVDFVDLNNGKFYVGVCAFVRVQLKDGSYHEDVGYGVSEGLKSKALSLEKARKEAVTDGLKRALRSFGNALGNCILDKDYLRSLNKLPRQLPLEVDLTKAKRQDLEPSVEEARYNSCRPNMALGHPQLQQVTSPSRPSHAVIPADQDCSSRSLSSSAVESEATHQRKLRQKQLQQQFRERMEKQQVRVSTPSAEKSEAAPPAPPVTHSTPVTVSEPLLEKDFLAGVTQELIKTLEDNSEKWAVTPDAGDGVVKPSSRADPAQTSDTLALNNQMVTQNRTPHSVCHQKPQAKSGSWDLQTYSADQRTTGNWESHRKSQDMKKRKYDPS
PGC1a acetyl inh: lowers PGC1a acetylation signal in U2OS cells | AlphaScreen anti-acetyl-lysine; with virally co-expressed GCN5 acetyltransferase | inhibition, % at 15.6 µM | 350,000 compounds, 0.17% hits;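 active = every replicate shows inhibition of at least 40%; inconclusive = mean inhibition at least 40% but some replicate below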;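 note: 0% = neutral control wells and 100% = positive control wells; some results beyond the cut were filed as inactive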
RAD54 inh: RAD54 (human) branch migration inhibition; Q92698; RAD54 Holliday junction branch migration, FAM/BHQ fluorescence; inhibition, % at 10.4 µM; 360,000 compounds, 0.14% hits; AID 602329;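 active = mean normalized replicate activity at least 40 and at least half of replicates scoring 40 or more; inconclusive = only one of the two criteria met; inactive = mean below 40 and under half of replicates reaching 40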;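 note: 0% = median of neutral control wells and 100% = median of positive control wells; inhibitors cause a drop in the FAM fluorescence signal; in these data hits start at about 50%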
miR122 inh: inhibitors of miR-122 in Huh7 cells | 340,000 compounds, 0.3% hits | Huh7 miR-122 Renilla luciferase sensor, 48 h; neutral wells = 0, positive control = 100 | activation (reporter increase), % at 12.5 µM | AID 602342;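 active = mean replicate activation score at least 90 and every replicate individually at or above 90; inconclusive = only one of the two criteria met; inactive = neither criterion met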;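 note: higher luciferase means less miR-122 activity so hits act as miR-122 inhibitors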
Cneo AK release: Cryptococcus neoformans lysis via adenylate kinase release; lysis activity, % at 15 µM; 360,000 compounds, 0.2% hits; C. neoformans lysis, adenylate kinase release luminescence, 4 h; normalised: neutral wells 0, clomiphene wells 100;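 active = mean lysis activity across replicates of at least 80%, whatever share of replicates individually reach that level; inactive = mean lysis activity below 80%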
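Schedule: static 4 h at 37 °C with compound, 1 h detection; system: C. neoformans cells; benchmarks: Clomiphene as positive control; buffer or medium: fresh YPD medium; measure: luminescence rise reflecting yeast cell lysis; measured by: luminescent adenylate kinase detection reagent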
Active calls of the source: *; ? = inconclusive; . = not tested or not shown; [ ] = another dose, or the depositor's remark.

1	CC1CCCN(Cc2c(O)ccc3c(=O)c(-c4ccc(Cl)cc4)coc23)C1 (configuration not stated)
2	CC1CN(c2ncc(/C=N/NC(=O)c3ccccc3O)s2)CC(C)O1 (configuration not stated)
3	Cc1noc(C)c1NC(=O)N(C)C[C@@H]1Oc2ccc(NS(=O)(=O)c3ccc(Cl)cc3)cc2CC(=O)N([C@@H](C)CO)C[C@@H]1C
4	C#CCOCCOCCOCCNc1nc(N2CCN(C(=O)[C@H]([C@@H](C)CC)n3cc(CCCCN)nn3)CC2)nc(N2CCN(C(=O)[C@H](C)n3cc(CCC(=O)O)nn3)CC2)n1
5	COc1ccccc1CCCNC(=O)C1CCC(=O)N(CCc2cccc(F)c2)C1 (configuration not stated)
6	COc1ccc(C(=O)Nc2ccnn2C2CCN(C(=O)C3CCOC3)CC2)cc1 (configuration not stated)
7	Cc1ccc(C(=O)COc2ccccc2C(=O)Nc2ccccc2)cc1
8	N#CC(C(O)c1ccccc1)N1CCOCC1 (configuration not stated)
compound no.	1	2	3	4	5	6	7	8
E-selectin induc	1.0	2.2	0.6	0.0	.	0.0	.	-0.2
ERAP1 HTS inh	-2	3	-2	.	5	1	.	-3
PglD DTNB	-4	-2	-2	0	5	-6	4	-1
RAD52 inh	2	-3	1	9	3	2	.	-8
PGC1a acetyl inh	0	21	12	.	.	-1	2	6
RAD54 inh	-1	7	19	-6	-5	3	-7	2
miR122 inh	.	-6	7[16.7 µM]	.	.	-4	-6	-2
Cneo AK release	0	0	-13	0	0	-1	-1	-13

9	CCOc1ccc(NS(=O)(=O)c2ccc(C(=O)N3CCCC3)cc2)cc1
10	CO[C@H]1CN(C)C(=O)c2cc(NC(=O)C3CC3)ccc2OC[C@@H](C)N(C(=O)CN(C)C)C[C@H]1C
11	C[C@@H]1CN([C@@H](C)CO)C(=O)c2cc(NC(=O)NC3CCCCC3)ccc2O[C@@H](C)CCCCO[C@H]1CN(C)C(=O)CCC(F)(F)F
12	Cc1cc(OCc2nc(-c3cccnc3)no2)c(C)cc1Br
13	CCCC[C@@H](CNC)NC[C@H](NCCCCC1CCCCC1)C(C)C
14	O=C(Cc1ccccc1)OC(COCc1ccccc1)C(=O)NCc1ccccc1 (configuration not stated)
15	COc1ccccc1C(=O)NC(=O)CSc1nncn1C(C)C
16	CCc1c(C(C)=O)oc2ccc3c(C)cc(=O)oc3c12
compound no.	9	10	11	12	13	14	15	16
E-selectin induc	-2.0	-0.1	0.0	.	?	.	0.0	.
ERAP1 HTS inh	-1	0	-3	.	-1	-3	2	1
PglD DTNB	.	-1	2	-5	-1	.	.	2
RAD52 inh	0	7	-7	.	34	8	-9	-3
PGC1a acetyl inh	19	3	0	-1	-13	1	5	4
RAD54 inh	.	-1	-6	-3	0	.	.	1
miR122 inh	-6	-1[16.7 µM]	0[16.7 µM]	-11	-28	.	24	1
Cneo AK release	.	-1	0	0	2	4	.	-5

3 compounds out of the list, arranged by count of non-hydrogen atoms, ascending:
9	CCOc1ccc(NS(=O)(=O)c2ccc(C(=O)N3CCCC3)cc2)cc1
1	CC1CCCN(Cc2c(O)ccc3c(=O)c(-c4ccc(Cl)cc4)coc23)C1 (configuration not stated)
3	Cc1noc(C)c1NC(=O)N(C)C[C@@H]1Oc2ccc(NS(=O)(=O)c3ccc(Cl)cc3)cc2CC(=O)N([C@@H](C)CO)C[C@@H]1C
compound no.	9	1	3
E-selectin induc	-2.0	1.0	0.6
ERAP1 HTS inh	-1	-2	-2
PglD DTNB	.	-4	-2
RAD52 inh	0	2	1
PGC1a acetyl inh	19	0	12
RAD54 inh	.	-1	19
miR122 inh	-6	.	7[16.7 µM]
Cneo AK release	.	0	-13

The listing continues:
17	COc1ccc(S(=O)(=O)Nc2ccc3c(c2)C(=O)N([C@H](C)CO)C[C@H](C)[C@H](CN(C)S(=O)(=O)c2cccs2)OCCCC[C@H](C)O3)cc1
18	O=Cc1cn(-c2ccccc2)nc1-c1cc2ccccc2oc1=O
19	CCOc1ccccc1NC(=O)CSc1nc(=O)n(CCN2CCOCC2)c2c1CCCC2
20	O=C(Cn1cnc2scc(-c3ccccc3)c2c1=O)N1CCOCC1
21	Cc1ccc(S(=O)(=O)N2CCN(C(=O)CN(Cc3ccco3)Cc3cccs3)CC2)cc1
22	CC(=O)c1cccc(S(=O)(=O)NCCCN2CCOCC2)c1
23	O=C(CSc1nnnn1C1CCCC1)NCc1ccccc1
24	CC(=O)C[C@H](O)CC(=O)[C@H]1OC(=O)CCCCCCCCc2ccccc21
compound no.	17	18	19	20	21	22	23	24
E-selectin induc	.	.	0.0	.	-1.2	.	-0.6	0.1
ERAP1 HTS inh	5	.	-1	.	1	-4	.	.
PglD DTNB	-1	1	-7	0	0	-6	.	-3
RAD52 inh	1	.	0	.	1	-12	.	-6
PGC1a acetyl inh	-3	18	.	-3	21	.	1	6
RAD54 inh	-7	-4	1	-13	-6	-3	-15	11
miR122 inh	-5[16.7 µM]	-1	.	-1	-1	.	3	0
Cneo AK release	-1	-1	-1	-1	4	0	-1	-1

25	COc1cccc(CN2CC3(CN(C(C)=O)C3)c3c(n(C)c4cc(OC)ccc34)[C@@H]2CO)c1
26	COc1ccc(N2C(=O)NC(NS(=O)(=O)c3ccc(Cl)cc3)(C(F)(F)F)C2=O)cc1 (configuration not stated)
27	COC(=O)C1C(=O)c2c([nH]c(C(=O)OC3CCCC3C)c2C)CC1C (configuration not stated)
28	COc1ccc(/C=C/c2onc(C)c2S(=O)(=O)N2CCC(C(=O)N3CCCCCC3)CC2)cc1
29	COc1ccc(S(=O)(=O)N2CCCC(C(=O)Nc3ccc(NC(=O)c4ccccn4)cc3)C2)cc1 (configuration not stated)
30	CCS(=O)(=O)N1CC2(C1)[C@@H](c1ccccc1)[C@H](CO)N2Cc1ccc(F)cc1
31	Cc1cc(=S)cc(C)n1CCO
32	COc1cc(CNc2ccc3[nH]c(=O)[nH]c3c2)cc(Br)c1OCc1ccc(F)cc1
compound no.	25	26	27	28	29	30	31	32
E-selectin induc	-0.3	.	.	.	.	0.0	.	0.2
ERAP1 HTS inh	0	1	-2	-3	.	-5	.	-3
PglD DTNB	.	6	-2	-2	5	.	-5	1
RAD52 inh	-51	-1	-11	-9	.	-14	.	-10
PGC1a acetyl inh	9	-2	.	-17	-2	-4	7	14
RAD54 inh	.	4	-8	-2	-2	.	-1	-5
miR122 inh	.	-3	-4	-3	-12	.	-6	.
Cneo AK release	.	1	-3	0	0	.	0	-1

33	CCNc1c(NS(=O)(=O)c2ccc(Br)s2)c(=O)oc2ccccc12
34	CCCC[C@@H]1CNC(=O)C(=O)N1CCCc1cc(OC)c(OC)c(OC)c1
35	COc1ccc(S(=O)(=O)N(C)C[C@H]2Oc3ccc(NC(=O)Nc4ccc(F)cc4)cc3CC(=O)N([C@H](C)CO)C[C@H]2C)cc1
36	COCC#Cc1cnc2c(c1)C(=O)N([C@@H](C)CO)C[C@@H](C)[C@@H](CN(C)Cc1ccc(F)cc1)O2
37	O=C(COC(=O)Cn1cnc2ccccc21)NCCC1=CCCCC1
38	CC(C)CNC(=O)COc1ccc2c3c(c(=O)oc2c1)CCC3
39	Cc1ccc(S(=O)(=O)N2CCCC2CNC(=O)C(=O)NCCN2CCOCC2)cc1 (configuration not stated)
40	Cc1ccccc1OCc1nnc(SCC(=O)Nc2ccc3nc(SCC(=O)NC(C)(C)C)sc3c2)n1C
compound no.	33	34	35	36	37	38	39	40
E-selectin induc	.	-0.5	0.1	0.5	.	.	0.1	.
ERAP1 HTS inh	2	-1	.	2	.	0	1	.
PglD DTNB	2	13	0	0	0	-4	0	-6
RAD52 inh	-20	-5	.	-15	.	-18	-5	.
PGC1a acetyl inh	39	4	5	-3	.	-4	-9	-1
RAD54 inh	-8	-5	-12	-12	-9	-7	6	1
miR122 inh	2	-8	-10[16.7 µM]	-1[16.7 µM]	-4	6	-3	-3
Cneo AK release	0	1	2	8	5	4	.	-2

41	CCOc1ccc(NC(=O)CN(C)c2ccc(S(=O)(=O)N3CCOCC3)cn2)cc1OCC
42	Cc1ccc(S(=O)(=O)Nc2cccc(-n3cnnn3)c2)cc1C
43	CCN1CCCC1CNc1ncnc2c1[nH]c1ccc(F)cc12 (configuration not stated)
44	COc1ccc(Cn2c(CO)cnc2SCC(=O)Nc2cc(C)on2)cc1
45	COc1ccccc1N1C(=O)c2ccccc2NC1c1cc(OC)c(OC)c(OC)c1 (configuration not stated)
46	CO[C@@H]1CN(C)C(=O)c2cc(NC(=O)c3ccccc3)ccc2OC[C@H](C)N(C)C[C@H]1C
47	C[C@@H]1CCCCO[C@H](CN(C)S(=O)(=O)c2cccs2)[C@@H](C)CN([C@@H](C)CO)C(=O)c2cc(NS(=O)(=O)c3ccc(F)cc3)ccc2O1
48	COc1ccc(-c2cc(CS(=O)(=O)c3ccccc3)on2)cc1
compound no.	41	42	43	44	45	46	47	48
E-selectin induc	.	.	.	1.3	.	1.6	.	.
ERAP1 HTS inh	.	1	.	6	-19	-3	-4	2
PglD DTNB	4	-6	5	-5	3	-3	0	7
RAD52 inh	.	-14	.	-10	-2	-7	14	-3
PGC1a acetyl inh	-23	-5	11	-1	4	-7	2	-12
RAD54 inh	3	-2	20	-7	-4	-3	4	-7
miR122 inh	-5	48	-6	5	-7	1[16.7 µM]	15[16.7 µM]	2
Cneo AK release	-12	7	-1	-1	2	55	-7	-1

49	O=C(O)c1ccc(/C=N/N2CCN(Cc3cccc4ccccc34)CC2)cc1
50	CCCn1c(N)c(C(=O)COC(=O)COc2ccc(Cl)c(C)c2)c(=O)n(C)c1=O
51	Cc1ccc(N(CC(O)COCc2ccco2)S(=O)(=O)c2ccc(C)cc2)cc1 (configuration not stated)
52	O=C(C[C@@H]1C[C@@H]2c3cc(NC(=O)Cc4ccncc4)ccc3O[C@@H]2[C@H](CO)O1)NCc1cccnc1
53	CN(C)C(CNC(=O)c1ccc(-c2ccccc2)cc1)c1ccccc1 (configuration not stated)
54	Cc1cc(C(=O)Nc2ccc3c(c2)C(=O)N(C)[C@@H]2CC[C@H](CC(=O)O)O[C@@H]2CO3)no1
compound no.	49	50	51	52	53	54
E-selectin induc	.	.	.	-0.4	.	0.7
ERAP1 HTS inh	-4	3	.	0	-2	.
PglD DTNB	-7	2	-2	8	-7	0
RAD52 inh	-26	-26	.	6	-12	.
PGC1a acetyl inh	7	.	.	-9	.	6
RAD54 inh	1	-12	-6	-10	1	0
miR122 inh	-1	-19	4	-3[16.7 µM]	.	29[16.7 µM]
Cneo AK release	2	2	4	-5	-2	4
